Bioassay records from PubChem BioAssay.
KB-V1 MDR tox: qHTS assay for MDR1-selective chemotherapeutics: Primary screen using the drug-selected MDR subline cells KB-V1. KB-V1 MDR cells viability, CellTiter-Glo, 72 h. Potency, µM (doses to about 46.1 µM), inactives show top-dose activity change, negative = cytotoxicity, hits mostly cytotoxic. 400,000 compounds, 3.4% hits; further: potency means the concentration at half of the fitted maximal effect; on the % scale 0 is the no-effect control and ±100 the full control effect; nearly all actives have a fitted effect of over 60% in size
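Following 72 h at 37 degrees C with compound, KB-V1 cell viability was read by CellTiter-Glo luminescence, medium being phenol-red-free DMEM plus 10% FBS; concentration-response parameters came from normalized, curve-fitted qHTS data.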
DRD3 agonist: qHTS of D3 Dopamine Receptor Agonist: qHTS. D(3) dopamine receptor (Homo sapiens), P35462. D3R DiscoveRx beta-arrestin cells, luminescence, 90 min. max activation, %. 410,000 compounds, 0.58% hits. AID 652048, 2013; in the data active means max activation above about 30%; further: 0% is about no effect; mostly tested at two doses, the higher about 12 µM
Target sequence (P35462 whole entry, looked up): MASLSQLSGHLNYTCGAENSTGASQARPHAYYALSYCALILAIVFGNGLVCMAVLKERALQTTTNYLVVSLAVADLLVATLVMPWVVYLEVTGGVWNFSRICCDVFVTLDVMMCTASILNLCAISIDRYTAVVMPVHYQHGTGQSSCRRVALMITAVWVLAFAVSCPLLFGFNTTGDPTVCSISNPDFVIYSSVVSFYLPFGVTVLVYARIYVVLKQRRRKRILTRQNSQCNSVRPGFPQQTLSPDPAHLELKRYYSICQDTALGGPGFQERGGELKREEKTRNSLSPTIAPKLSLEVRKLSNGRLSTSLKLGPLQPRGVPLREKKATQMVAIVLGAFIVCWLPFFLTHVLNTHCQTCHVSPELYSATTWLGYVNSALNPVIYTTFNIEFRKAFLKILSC
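Agonist-mode cell screen: cells plated at 1500/well and incubated overnight at 37 °C, then exposed to library compounds for 90 min at 37 °C. Detection reagent was added for 30–60 min at room temperature, and luminescence was read.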
HT1080-NT tox: qHTS for induction of synthetic lethality in tumor cells producing 2HG: qHTS for the HT-1080-NT fibrosarcoma cell line | HT-1080-NT fibrosarcoma viability, CellTiter-Glo ATP luminescence, 48 h | Potency, µM (doses to about 46.1 µM), for the others: at the highest dose activity, negative = less viability, most hits filed as cytotoxic | 360,000 compounds, 1.6% hits | AID 686970, 2013;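 further: NT is the 2HG producing partner of a matched IDH1 knockdown line; potency means the concentration at half of the fitted maximal effect; 0% = DMSO-treated cells and -100% = media-only wells without cells; nearly all actives have a fitted effect of over 55% in size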
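A 48-hour cytotoxicity screen used HT-1080-NT cells plated 2 hours before compound delivery. ATP-based CellTiter-Glo luminescence measured viability, normalized to DMSO and no-cell controls.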
GLP1R cytotox: qHTS of GLP-1 Receptor Inverse Agonists: Cytotox Screen | Potency, µM (titrated, usually from 38.3 µM), for the others: at the highest dose activity change, negative = inhibition, usual class: inhibitors | HEK293 cAMP-luciferase reporter cells, luminescence, 24 h | AID 624418, 2012 | 410,000 compounds, 0.13% hits;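 further: loss of luciferase light is scored as toxicity; potency means the concentration at half of the fitted maximal effect; on the % scale 0 is the no-effect control and ±100 the full control effect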
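Compound-treated cells are incubated 24 hr at 37 deg C under 5% CO2 after a 12 hour attachment period, then luciferase detection reagent is added and luminescence is measured following 12 min at room temperature; lowered signal indicates toxicity.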
KB-3-1 tox: qHTS assay for MDR1-selective chemotherapeutics: Primary screen using the parental adenocarcinoma cell KB-3-1 | KB-3-1 viability, CellTiter-Glo ATP luminescence, 72 h | Potency, µM (series often up to 46.1 µM), without a hit: at the top dose activity change, negative = cytotoxic, hits mostly cytotoxic | 400,000 compounds, 1.4% hits | AID 1347075, 2019; further: potency means the concentration at half of the fitted maximal effect; on the % scale 0 is the no-effect control and ±100 the full control effect; nearly all actives have a fitted effect of over 60% in size
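Luminescent ATP read-out (CellTiter-Glo) measures survival of drug-naive KB-3-1 cells after 72 h compound exposure at 37 °C. Titration series was screened from lowest to highest concentration, with DMSO vehicle plates as background controls.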
HT1080 IDH1KD tx: qHTS for induction of synthetic lethality in tumor cells producing 2HG: qHTS for the HT-1080-IDH1KD cell line | HT-1080 IDH1 knockdown viability, ATP luminescence, 48 h | Potency, µM (series often up to 46.1 µM), for the others: top-dose activity, negative = toxicity, most hits filed as cytotoxic | 360,000 compounds, 2% hits;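 further: potency means the concentration at half of the fitted maximal effect; 0% = DMSO wells and -100% = cell-free medium wells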
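Using the IDH1-knockdown HT-1080 line run in the same batch and compound series as the NT line, viability after 48 h at 37 °C was determined by CellTiter-Glo luminescence and expressed as % activity.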
IL1B secr inh: qHTS for Inhibitors of Inflammasome Signaling: IL-1-beta AlphaLISA Primary Screen | THP-1 LPS/ATP IL-1B secretion, AlphaLISA, 16 h; hits give low values | activity change, % at 57.5 µM | 360,000 compounds, 4.7% hits | AID 743279, 2014; in the data active means activity change below about -50%; inconclusive means mostly about -30% to -49%; further: on the % scale 0 is the no-effect control and ±100 the full control effect
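Secreted IL-1B measured by AlphaLISA bead assay after 16 h compound exposure of THP-1 cells; compounds (final up to 57.5 uM) added 1 h before LPS (250 ng/mL) and ATP (1.25 mM) stimulation; lower signal means less secretion.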
MCF10A rerep: A quantitative high throughput screen for small molecules that induce DNA re-replication in MCF 10a normal breast cells. MCF 10A DNA re-replication, Hoechst nuclear intensity, 48 h. Potency, µM (highest dose often 46.1 µM), inactives show at the highest dose activity, positive = re-replication, actives largely listed as activators. 350,000 compounds, 2.9% hits. AID 624296, 2012; further: potency means the concentration at half of the fitted maximal effect; % of control where 0% means no effect; nearly all actives have a fitted effect of over 50% in size
SW480 rerep: A quantitative high throughput screen for small molecules that induce DNA re-replication in SW480 colon adenocarcinoma cells | SW480 DNA re-replication, Hoechst DNA content imaging, 48 h | AID 624297, 2012 | Potency, µM (doses to about 46.1 µM), for inactives: at the top dose re-replication activation, hits mostly activators | 340,000 compounds, 1.8% hits; further: potency means the concentration at half of the fitted maximal effect; % of control where 0% means no effect; nearly all actives have a fitted effect of over 55% in size
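Hoechst fluorescence of nuclei (405 nm excitation, 500-530 nm emission) measured by plate-scanning imager after 48 hr compound exposure at 37 C; re-replication scored as increased number of nuclei with elevated intensity.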
Active calls of the source: *; ? = inconclusive; nt = no result given; [ ] = dose if it differs, or a comment. Unless noted, the call rests on the fitted dose curve; in most records, active means well fitted curve in the direction sought with a large enough effect; inconclusive means small, poorly fitted or top-dose-only effect, or another doubt; inactive means no such curve, though single readings can be large; an effect the other way counts as inactive or inconclusive.

No. | molecule | KB-V1 MDR tox | DRD3 agonist | HT1080-NT tox | GLP1R cytotox | KB-3-1 tox
1 | COc1ccc(C(=O)NCCS(=O)(=O)N2CCCC2)cc1 | -4% | 4 | 11% | -11% | -16%
2 | O=C(COc1ccc2c3c(c(=O)oc2c1)CCC3)NCC1CCC(C(=O)O)CC1 (stereo not drawn) | 22% | 3 | -1% | 2% | ?
3 | CSc1ccc(Cl)c(C(=O)NNC(=O)c2cccs2)c1 | 19% | -2 | 24% | -6% | 0%
4 | O=C(NCCc1ccccc1)C1Cc2c(-c3ccc4c(c3)OCO4)ccnc2O1 (stereo not drawn) | ? | -2 | ? | -21% | ?
5 | CC12CC3CC(C)(C1)CC(C(=O)Nc1nncs1)(C3)C2 | 1% | 5 | -5% | -10% | -8%
6 | COc1ccc(-n2c(=O)c3c4c(sc3n(Cc3cc(=O)n5c(C)cccc5n3)c2=O)CCC4)c(OC)c1 | 5% | 0 | nt | -10% | -9%
7 | CC1(C(=O)NS(=O)(=O)c2cccc(C#N)c2)CCN1C(=O)Cc1ccc(Cl)cc1Cl (stereo not drawn) | -4% | -9 | -2% | 7% | 0%
8 | COc1ccc(Cl)cc1C(=O)OCC(=O)NCCNC(=O)COC(=O)c1cc(Cl)ccc1OC | 1% | 0 | 0% | -5% | 3%
9 | CC(c1ccccc1)C(NC(=O)OCC1c2ccccc2-c2ccccc21)C(=O)O (stereo not drawn) | 0% | 12 | -6% | 2% | 10%
10 | CCN(CC)S(=O)(=O)c1ccc(C(=O)NNc2nc(-c3ccccc3)c3cc(Br)ccc3n2)cc1 | ? | 3 | 7% | -26% | -3%
11 | CN(CC(=O)NCc1ccccn1)S(=O)(=O)c1ccc(Br)cc1 | -2% | 2 | 9% | -1% | 0%
12 | Cc1n[nH]c(C)c1N1C(=O)c2cccc3c(Br)ccc(c23)C1=O | 0% | 4 | ? | nt | -3%
13 | Cc1ccc2[nH]c(C(=O)N3CCN(c4cccc(Cl)c4)CC3)cc2c1 | 0% | 2 | 5% | -6% | -29%
14 | COc1cc(/C=C/C(=O)NC(C)(C)C)ccc1OCc1ccccc1 | -2% | -1 | -16% | -15% | -4%
15 | Cc1cc2nc(-c3ccccc3)c(Cc3ccsc3)n2c(C)c1Br | -20% | -7 | -26% | 11% | ?

No. | HT1080 IDH1KD tx | IL1B secr inh | MCF10A rerep | SW480 rerep
1 | 7% | -7 | 0% | -3%
2 | 2% | 0 | 2% | -1%
3 | 25% | -19 | -40%[inhibitor] | 4%
4 | ? | -1 | nt | nt
5 | -10% | -15 | 0% | ?
6 | nt | nt | nt | nt
7 | 13% | -8 | nt | nt
8 | 3% | 46 | -1% | ?
9 | -13% | 20 | -5% | 0%[9.22 µM]
10 | -7% | ? | 12% | 0%
11 | 3% | 14 | -2% | -73%[inhibitor]
12 | ? | -107* | 29% | -3%[9.22 µM]
13 | 6% | 12 | 0% | -3%
14 | -20% | -13 | 6% | -5%
15 | ? | 17 | nt | nt

Continuation:
No. | molecule | KB-V1 MDR tox | DRD3 agonist | HT1080-NT tox | GLP1R cytotox | KB-3-1 tox
16 | NS(=O)(=O)c1ccc(NC(=O)COC(=O)CCCN2C(=O)c3cccc4cccc(c34)C2=O)cc1 | 24% | -2 | 8% | 4% | 20%
17 | Cc1ccc(C)c(OCCOCCn2c(-c3ccc(Br)cc3)nc3ccccc3c2=O)c1C | 15% | -6 | nt | 0% | 3%
18 | COc1cccc(CNC(=O)CCNC(=O)c2ccco2)c1 | ? | 5 | 5% | -2% | 11%
19 | OC(CN1CCN(c2ccccc2)CC1)c1ccc2c(c1)CCN2 (stereo not drawn) | 1% | 44* | -16% | -2% | 0%
20 | CCOc1ccccc1NC(=O)CSc1nc2c(oc3ccccc32)c(=O)n1C(C)C | -2% | 4 | nt | 2% | 0%
21 | COc1ccc(OC)c(NC(=O)CSc2nnc(C3CCCCC3)n2N)c1 | -6% | -1 | -4% | 7% | 1%
22 | C[C@H](NC(=O)c1nc[nH]c1C(=O)N1CCN(C(=O)OC(C)(C)C)CC1)c1ccccc1 | -5% | -13 | -6% | 0% | 8%
23 | O=C(CN1C(=O)NC2(CCCCCC2)C1=O)NCc1ccc(Cl)cc1 | 12% | -5 | 1% | 2% | 0%
24 | O=C(C1=C[C@@H](c2ccc(Br)cc2)C[C@@H](OCCCCO)O1)N1CCOCC1 | 12% | -5 | 6% | 12% | 3%
25 | Cc1ccc(NC(=O)NC(=O)CN2C(=O)NC3(CCc4ccccc43)C2=O)c(C)c1 (stereo not drawn) | ? | 0 | 5% | 3% | 0%
26 | Cc1oc(C(=O)O)cc1CSCc1cc(C(=O)O)c(C)o1 | ? | -5 | 20% | 10% | 1%
27 | C=CCCC(=O)N1C[C@H]2CON(C)[C@H]2C[C@H]1c1cccc(Oc2ccccc2)c1 | -1% | -6 | 2% | -2% | 1%
28 | COc1cc(/C=C/C(=O)O)cc(S(=O)(=O)N(CC(C)C)CC(C)C)c1OC | 5% | 8 | -1% | -2% | 12%
29 | O=C(CN1CCN(S(=O)(=O)c2cccc(Cl)c2)CC1)NCC1(N2CCOCC2)CCCCC1 | 0% | -10 | -10%[9.24 µM] | -4% | -11%
30 | Cc1ccc(/C=C2\SC(=O)N(CCNC(=O)C3CSC4(C)CCC(=O)N34)C2=O)cc1 (stereo not drawn) | -27% | 3 | 5% | -24% | ?

No. | HT1080 IDH1KD tx | IL1B secr inh | MCF10A rerep | SW480 rerep
16 | 24% | 5 | -3% | -1%
17 | nt | nt | nt | nt
18 | 13% | -5 | 9% | -56%[inhibitor]
19 | 2% | 6 | 2% | -4%
20 | nt | nt | nt | nt
21 | 0% | 1 | 3% | -295%[inhibitor]
22 | -1% | 17 | 22% | 1%
23 | 0% | -13 | -2% | -6%
24 | 3% | 24 | -10% | -1%
25 | 2% | 0 | ? | ?
26 | 16% | 1 | 5% | -10%
27 | 10% | 15 | nt | nt
28 | -1% | -3 | -12% | -6%
29 | 3% | -20 | -4% | -24%
30 | 6% | ? | 15% | -3%

Later entries
No. | molecule | KB-V1 MDR tox | DRD3 agonist | HT1080-NT tox | GLP1R cytotox | KB-3-1 tox
31 | O=[N+]([O-])c1cc(S(=O)(=O)N2CCCC2)ccc1N/N=C/c1cccs1 | ? | -6 | -22% | -11% | -13%
32 | COCCN(C(=O)Nc1ccccc1)c1ccccc1 | 7% | -7 | 14% | -9% | 0%
33 | CN1C[N+]([O-])=C(c2ccccc2)C1(C)C | 3% | 5 | 0% | 2% | -10%
34 | FC(F)(F)c1ccc(C2[C@H]3CN(CC4CCCCC4)[C@H](c4ccccc4)C34CC2(c2cccnc2)C4)cc1 (stereo partly drawn) | 0% | -8 | 2% | 7% | 6%
35 | COc1ccccc1C(=O)Nc1ccc2c(c1)nc1n2CCSC1 | ? | -34 | ? | -2% | ?
36 | COc1ccc(/C=N/NC(=O)COc2cccc3ccccc23)c(C(=O)O)c1OC | 10% | -4 | 3% | -5% | 3%
37 | O=[N+]([O-])c1ccc(OCC(O)CN2CCN(c3ccccc3F)CC2)cc1 (stereo not drawn) | ? | 59* | 3% | -18% | 3%
38 | Cc1ccc(-n2c(=O)c3c4c(sc3n(Cc3ccccc3F)c2=O)CCC4)cc1C | 14% | -2 | nt | 20% | -4%
39 | CCC(C)c1ccc(-n2c(=O)c3ccccc3n3c(=S)[nH]nc23)cc1 (stereo not drawn) | -23% | -4 | 17% | -2% | -1%
40 | COC(CN(C)C(=O)C1CCCN(S(=O)(=O)c2ccc3c(c2)oc(=O)n3C)C1)OC (stereo not drawn) | 17% | 2 | -2% | -22% | 16%
41 | Cc1ccc(C(=O)O/N=C/c2c(C)nn(C)c2Cl)cc1 | 3% | 4 | 16% | -13% | -5%
42 | O=C(O)Cc1ccc(NC(=O)Cc2ccc3ccccc3c2)cc1 | ? | -3 | 2% | -7% | -1%
43 | Cc1c(C(=O)N2CCN(c3ccccc3F)CC2)sc2nc(-c3ccccc3)cn12 | -2% | 1 | -1% | 6% | 2%
44 | CC(C)N1CCc2c(sc(NC(=O)c3ccc(S(=O)(=O)N4CCOCC4)cc3)c2C(N)=O)C1 | 25% | -5 | 2% | -21% | 24%

No. | HT1080 IDH1KD tx | IL1B secr inh | MCF10A rerep | SW480 rerep
31 | -13% | -4 | 3% | -3%
32 | 12% | 3 | 4% | -1%
33 | 0% | 23 | ? | -9%
34 | 1% | -4 | -4% | 1%
35 | ? | -11 | 16% | 0%
36 | 10% | 10 | 0% | -5%
37 | 0% | -11 | 1% | nt
38 | nt | nt | nt | nt
39 | 17% | 4 | 5% | -4%
40 | 8% | 2 | -1% | -5%
41 | 10% | -2 | 3% | ?
42 | 1% | 16 | -3% | -2%
43 | -18% | ? | 17% | 14%
44 | 2% | ? | -5% | 4%

From entry 33 as far as 35, copied from above:
No. | molecule | KB-V1 MDR tox | DRD3 agonist | HT1080-NT tox | GLP1R cytotox | KB-3-1 tox
33 | CN1C[N+]([O-])=C(c2ccccc2)C1(C)C | 3% | 5 | 0% | 2% | -10%
34 | FC(F)(F)c1ccc(C2[C@H]3CN(CC4CCCCC4)[C@H](c4ccccc4)C34CC2(c2cccnc2)C4)cc1 (stereo partly drawn) | 0% | -8 | 2% | 7% | 6%
35 | COc1ccccc1C(=O)Nc1ccc2c(c1)nc1n2CCSC1 | ? | -34 | ? | -2% | ?

No. | HT1080 IDH1KD tx | IL1B secr inh | MCF10A rerep | SW480 rerep
33 | 0% | 23 | ? | -9%
34 | 1% | -4 | -4% | 1%
35 | ? | -11 | 16% | 0%
